Luc counter = Counterscreen for Luciferase (Kinase-Glo TM) Inhibition. Potency, µM (top dose mostly 38.3 µM), inactives show top-dose activity change, negative = inhibition, usual class: inhibitors. 0.28% of 200,000 active. Kinase-Glo luciferase, ATP luminescence, 8 min; note: potency is the fitted concentration of half-maximal effect; % is set by controls: 0 for no effect and ±100 for the full control effect; nearly all actives have a fitted effect of over 60% in size
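Light output from Kinase-Glo luciferase with luciferin and 10 uM ATP in 50 mM imidazole pH 7.2, KCl, MgCl2, Tween 20, BSA; compound pin-delivered, 8-min ambient incubation, then luminescence read.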
Epigenetic derep = Quantitative High-Throughput Screen for Regulators of Epigenetic Control; 0.2% of 280,000 active; AID 1865, 2009; murine LDR cells, GFP reporter derepression, 30 h; Potency, µM (highest dose often 53.9 µM), inactives show at the highest dose GFP activation, actives largely listed as activators; note: potency is the fitted concentration of half-maximal effect; % of control where 0% means no effect; nearly all actives have a fitted effect of over 60% in size
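GFP-positive cell count by laser-scanning cytometry (objects 20–120 um) after 30 h, 37 C compound exposure of murine LDR cells; reporter is CMV-GFP integrated at a silenced locus, inducible by HDAC or DNMT inhibitors.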
IMPase Li cell = qHTS Assay for Identifying the Cell-Membrane Permeable IMPase Inhibitors: Potentiation with Lithium; Potency, µM (top dose mostly 59.4 µM), for the others: top-dose activity, negative = IMPase inhibition, usual class: inhibitors; CHO-M1 cells, IP1 TR-FRET (IP-One), carbachol + lithium; 0.35% of 210,000 active;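 note: IP1 builds up when IMPase is blocked and the TR-FRET signal falls; potency is the fitted concentration of half-maximal effect; plate controls were basal vehicle for no effect and high inhibitor control for full effect; nearly all actives have a fitted effect of over 50% in size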
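Readout is a homogeneous TR-FRET IP1 immunoassay (Ex 320, Em 665 and 620), where raised cytosolic IP1 lowers signal. Cells were CHO-M1 treated 30 min at 37C with test compounds plus a little lithium; AC50 values came from Hill-equation fitting.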
NPSR antag = qHTS Assay for Antagonists of the Neuropeptide S Receptor: cAMP Signal Transduction; Q6W5P4; 1% of 220,000 active; CHO-NPSR cells, cAMP TR-FRET, antagonist mode; Potency, µM (doses to about 38.3 µM), without a hit: top-dose activity change, negative = inhibition, actives largely listed as inhibitors; note: potency is the fitted concentration of half-maximal effect; % is set by controls: 0 for no effect and ±100 for the full control effect; nearly all actives have a fitted effect of over 50% in size; many of its hits are not listed in these tables
Target sequence (Q6W5P4 whole entry, looked up): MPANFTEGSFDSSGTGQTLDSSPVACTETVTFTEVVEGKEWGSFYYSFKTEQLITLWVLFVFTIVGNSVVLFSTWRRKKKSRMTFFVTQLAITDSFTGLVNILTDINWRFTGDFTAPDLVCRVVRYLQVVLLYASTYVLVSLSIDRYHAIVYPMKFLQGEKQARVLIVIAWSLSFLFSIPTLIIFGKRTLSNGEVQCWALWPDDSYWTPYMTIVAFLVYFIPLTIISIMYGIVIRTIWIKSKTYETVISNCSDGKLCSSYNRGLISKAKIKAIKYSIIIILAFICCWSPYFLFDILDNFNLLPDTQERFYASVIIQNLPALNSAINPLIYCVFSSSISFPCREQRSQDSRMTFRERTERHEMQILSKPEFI
Lamin A splicing = qHTS Assay for Modulators of Lamin A Splicing; HeLa LMNA splicing GFP/RFP minigene ratio, 48 h; Potency, µM (titrated, usually from 46.1 µM), for the others: at the highest dose ratio change, negative = inhibition, actives largely listed as inhibitors; 0.01% of 200,000 active; AID 1487, 2009; active = well fitted inhibition curve with a large enough effect in the signal ratio, with a control signal flat, not every such curve was filed as active; inconclusive = small, poorly fitted or top-dose-only effect, or effect the other way, or a change in a side signal; the % refers to the signal ratio; note: potency is the fitted concentration of half-maximal effect; % is set by controls: 0 for no effect and ±100 for the full control effect
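S3 HeLa cells stably expressing lamin A-EGFP splicing minigene plus DsRed2, 600 cells/well, 48 h compound exposure at 37C. Laser-scanning cytometry; analysed as GFP (500-530 nm)/RFP (575-640 nm) total intensity ratio; 0.5% DMSO vehicle.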
aGal spleen mod = qHTS Assay for Inhibitors and Activators of Human alpha-Galactosidase From Spleen Homogenate; Potency, µM (highest dose often 80 µM), for the others: at the top dose activity change, negative = inhibition, hits mostly inhibitors; human spleen homogenate, 4MU-alpha-Gal fluorescence, 40 min; 0.008% of 240,000 active; Alpha-galactosidase A (Homo sapiens), P06280;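 note: potency is the fitted concentration of half-maximal effect; 0% = enzyme with vehicle and -100% = no enzyme basal signal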
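Spleen homogenate 1 ug + cpd (titration) + 4-MU-alpha-D-galactopyranoside 1 mM; 37C 40 min; 50 mM citrate/phosphate pH 5.0, 0.01% Tween-20; stop pH 10; fluorescence 365/440; AC50 via Hill.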
CBFb-RUNX1 inh = qHTS Assay for Compounds Blocking the Interaction Between CBF-beta and RUNX1 for the Treatment of Acute Myeloid Leukemia. Runt-related transcription factor 1 (Homo sapiens) + Core-binding factor subunit beta …. AlphaScreen CBFb-His/RUNX1-biotin binding, biochemical. Potency, µM (highest dose often 59.8 µM), for the others: at the highest dose activity, negative = inhibition, hits mostly inhibitors. 230,000 tested, under 10 active. AID 1477, 2009; note: % of control where 0% means no effect
Target sequence (Q01196 whole entry, looked up): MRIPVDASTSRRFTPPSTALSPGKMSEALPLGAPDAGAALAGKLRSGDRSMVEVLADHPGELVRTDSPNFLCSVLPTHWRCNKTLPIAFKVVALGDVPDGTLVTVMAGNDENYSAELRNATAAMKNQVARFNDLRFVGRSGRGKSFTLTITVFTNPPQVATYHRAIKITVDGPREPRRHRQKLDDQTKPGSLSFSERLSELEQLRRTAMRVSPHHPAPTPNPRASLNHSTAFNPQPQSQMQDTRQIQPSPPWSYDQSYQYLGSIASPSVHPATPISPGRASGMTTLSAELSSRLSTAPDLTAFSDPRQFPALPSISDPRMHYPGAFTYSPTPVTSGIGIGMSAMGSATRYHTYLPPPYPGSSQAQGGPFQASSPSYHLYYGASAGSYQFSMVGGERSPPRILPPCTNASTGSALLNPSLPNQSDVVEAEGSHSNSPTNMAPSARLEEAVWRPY
Target sequence (Q13951 whole entry, looked up): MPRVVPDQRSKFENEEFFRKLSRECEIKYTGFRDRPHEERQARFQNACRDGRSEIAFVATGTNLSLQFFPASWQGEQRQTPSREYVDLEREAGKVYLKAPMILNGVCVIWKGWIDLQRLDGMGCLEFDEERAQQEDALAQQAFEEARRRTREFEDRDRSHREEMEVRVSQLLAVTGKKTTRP
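Inhibition was taken as any reduction in AlphaScreen signal from the CBF-beta–RUNX1 pair (His and biotin tags, 30 nM each), measured after compound (15 min) and bead (90 min) incubations at room temperature.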
An asterisk follows results filed as active; u = inconclusive; x = not tested or not shown; & = joins results of further samples; [ ] = remark or other dose. Unless noted, calls come from the whole dose curve; as a rule, active = well fitted curve in the direction sought with a large enough effect; inconclusive = small, poorly fitted or top-dose-only effect, or another doubt; inactive = no such curve, though single readings can be large; an effect the other way counts as inactive or inconclusive.

SMILES | Luc counter | Epigenetic derep | IMPase Li cell | NPSR antag | Lamin A splicing | aGal spleen mod | CBFb-RUNX1 inh
Cc1sc2ncn(CC(=O)Nc3cccc(S(N)(=O)=O)c3)c(=O)c2c1-c1ccccc1 | x | 2.1% | x | -8% | -6%[46 µM] | -6% | 7%
CC(=O)N(Cc1cc2cc(C)c(C)cc2n2nnnc12)CC1COCCO1 (centres undefined) | -5% | 2.1% | 5%[38.3 µM] | -23%[46.1 µM] | u | -3% | 14%
CCc1ccc(N2Cc3ccccc3C2)cc1 | x | 6.9% | x | -15% | x | 3% | 0%
C=CCOC(=O)C1=C[C@@H](c2coc3ccccc3c2=O)[C@H](CCCO)[C@@H](OCC)O1 | x | -1.3% | -8% | -3% | x | 5% | 9%
O=C(O)CC/C(=N\NC(=O)c1ccccc1Br)c1ccccc1 | -6% | -0.9% | -3% | 7% | -5% | -2% | 1%
COC(=O)[C@@]1(Cc2ccccc2)[C@H]2c3cc(C(=O)N4CCCC4)n(CCc4ccccn4)c3C[C@H]2CN1C(=O)c1ccccc1 | 3% | 9.1% | -11% | x | x | 6% | 6%
O=C(Nc1ccccc1O)c1ccc(Cl)cc1 | -6% | -1.2% | 19%[38.3 µM] | -5%[46.1 µM] | -10% | 6% | 2%
O=c1c2sccc2nc(SCc2cc(=O)n3ccccc3n2)n1Cc1ccccn1 | -2% | -1.4% | 3% | -6% | u | 4% | -6%
CCC(=O)O/N=C(\N)c1ccc(Oc2cc(C)c(Cl)c(C)c2)c([N+](=O)[O-])c1 | x | -1.8% | x | -23% | x | 10% | -2%
COc1ccc(-n2c(=O)c3ccccc3n(CC(=O)Nc3cccc(OC)c3)c2=O)cc1 | 0% | 3.2% | -8% | -7% | u | 0% | 1%
COCCn1c(C)cc(C(=O)CSc2nc3ccccc3c(=O)[nH]2)c1C | -3% | -4.8% | 30%[38.3 µM] | -9%[46.1 µM] | u | 0% | 9%
NNC(=S)NCCc1ccccc1 | 0% | 7.0% | 2% | 16% | u | -6% | -3%
CCC1C(=O)N(c2nc(C)cc(C)n2)N=C1C (centres undefined) | -10% | 0.8% | 5%[38.3 µM] | -5%[46.1 µM] | 11% | 0% | -1%
COC(=O)c1nn(-c2ccccc2)c(=O)cc1Oc1ccc(Cl)cc1 | -1% | -2.2% | 2%[38.3 µM] | -11%[46.1 µM] | -6% | -7% | 5%
O=C(Nc1cccc(N=Cc2cc(Cl)cc(Br)c2O)c1)c1ccco1 | -1% | 0.0% | -9% | -24%[46.1 µM] | u | -11% | -4%
O=C(COc1cccc2cccnc12)N/N=C/c1cccn1-c1ccc(F)cc1 | x | -0.1% | x | -25% | x | -15% | -13%
CC1CCC(NC(=O)Cn2c(=O)[nH]c3ccsc3c2=O)CC1 (centres undefined) | -2% | -0.9% | -4%[38.3 µM] | 2%[46.1 µM] | 3% | -1% | 3%
CN(C)/C=C1\C(=O)N(c2ccc(F)cc2F)C(c2cccnc2)S1(=O)=O (centres undefined) | x | 1.4% | x | 4% | x | 10% | 8%
Clc1ccccc1OCc1nc(-c2ccccn2)no1 | -12% | -1.1% | 29%[38.3 µM] | -7%[46.1 µM] | 7% | -11% | -9%
Cc1ccc(OCCC(=O)Nc2ccc(F)c(F)c2)cc1 | 0% | -2.6% | 4% | -2% | u | 1% | 9%
CCOC(=O)Cc1cnc(NC(=O)NC(C(=O)OCC)(c2ccccc2)C(F)(F)F)s1 (centres undefined) | -3% | -2.1% | 17%[38.3 µM] | -6%[46.1 µM] | -2% | -3% | -1%
CC(C)=NOCc1ccc(-c2cn([C@@H]3COC[C@H]3O)nn2)cc1 | 2% | 3.8% | -5% | 5% | 6% | 2% | -5%[2.36 µM]
CCOC(=O)CNC(=S)N(Cc1ccc(C)cc1)Cc1ccc(C)o1 | 3% | 1.0% | 3% | -37% | u | -1% | 4%
Cc1cccc(C)c1NC(=O)N1CCC(n2c(=O)[nH]c3ccccc32)CC1 | -1% | -4.2% | 6%[38.3 µM] | -14%[46.1 µM] | -14% | -2% | 2%
CCOc1ccccc1C(=O)NCCCCCC(=O)O | -3% | 0.0% | -3%[38.3 µM] | -2%[46.1 µM] | 12% | 11% | 2%
Cc1ccc(NC(=O)C(=O)NCc2ccc(/C=N/NC(=O)c3c(C)nc4cc(C)ccn34)o2)cc1 | -4% | -2.0% | 21% | 11% | -6% | -1% | 7%
Cc1nn(-c2ccccc2)c(C)c1CN | -4% | -1.0% | 8% | -9% | 3%[46 µM] | -2% | -1%
COc1ccc(Cc2n[nH]c(=S)n2C)cc1Br | 4% | -1.1% | 18% | -13% | x | 5% | 0%
Cc1ccc(N2CC(C(=O)Nc3cc(C)on3)CC2=O)cc1 (centres undefined) | -3% | -0.9% | -5%[38.3 µM] | -6%[46.1 µM] | 19%[0.0737 µM] | -11% | -2%
COC(=O)c1ccc(Oc2nc(NC(C)C)nc(NC(C)C)n2)cc1 | x | 0.9% | x | 2% | x | 0% | -1%
Cc1cc(N2CCN(c3nc(-c4ccc([N+](=O)[O-])cc4)cs3)CC2)c2ccccc2n1 | 0% | 0.9% | 4% | -5% | x | 8% | -2%
O=C(Nc1cccnc1)c1ccc(COc2ccccc2Br)o1 | -2% | 0.0% | 27%[38.3 µM] | -7%[46.1 µM] | u | 2% | 5%
CS(=O)(=O)N1CCC2(CCCN(c3ncccn3)C2)CC1 | -1% | x | 12% | x | x | -22% | x
CCCC[C@@H]1C[C@H]1C(NC(=O)c1ccco1)c1ccc(C(=O)OC)cc1 (some centres undefined) | -1% | -1.5% | 5% | x | x | 5% | 8%
CN(C)/N=C/c1ccc(P(c2ccc(/C=N/N(C)C)o2)c2ccc(/C=N/N(C)C)o2)o1 | 1% | -5.1% | 17% | -29% | -24%[46 µM] | -3% | u
O=C(Nc1ncc(Cc2ccccc2Cl)s1)C1=NCCN1 | 5% | 0.0% | -8% | 25% | u | -2% | -4%
Cc1cc(C)c(S(=O)(=O)N2CCCOC2CNC(=O)C(=O)NCc2cccnc2)c(C)c1 (centres undefined) | 0% | -0.4% | -2% | 6% | -20%[46 µM] | 11% | 5%
O=C(Cc1ccccc1)N/N=C/c1cccs1 | -4% | 1.2% | -9%[38.3 µM] | -3%[46.1 µM] | 10% | 12% | 5%
O=C(CCc1nnc(Cc2ccc(-c3ccccc3)cc2)o1)N1CCCC1 | 2% | 1.5% | 0% | -2% | x | -2% | 6%
Cc1ccc(-n2nc3c([n+]2[O-])CCc2nonc2-3)cc1 | 0% | 1.1% | 1% | 7% | x | -1% | -1%
O=C(NCc1cccnc1)c1cc(-c2cccs2)on1 | -2% | 0.9% | 5%[38.3 µM] | 1%[46.1 µM] | -12% | 1% | 3%
Cc1cc(C(=O)CN2C(=O)CN(C)C2=O)c(C)n1-c1cccc(S(=O)(=O)N2CCOCC2)c1 | -1% | -0.5% | 2% | 5% | u | 6% | -8%
CN(C)/N=N/c1nc[nH]c1C(N)=O | -7% | 2.2% | 40%&8%[activator] | x | u | 26%&10% | 0%
Cc1ccc2oc(-c3ccc(NC(=O)c4ccncc4)cc3O)nc2c1 | -9% | 2.1% | -22% | 0% | 9%[46 µM] | -10% | 8%
O=C(OCC(=O)N1CCc2ccccc21)c1cccnc1Cl | -10% | -1.2% | -13%[38.3 µM] | -6%[46.1 µM] | 12% | 2% | 3%
CC1C(=O)NN=C1C(=O)N/N=C\C(Br)=C\c1ccccc1 (centres undefined) | -25% | -0.9% | 8% | -28% | x | -10% | 0%
O=S(=O)(NCc1ccco1)N1CCCCCC1 | -1% | 0.8% | 2%[38.3 µM] | 3%[46.1 µM] | 6% | -2% | 10%
c1ccc2c(c1)nc(N1CCOCC1)c1nnnn12 | -5% | 1.5% | -14%[38.3 µM] | -5%[46.1 µM] | -14% | 3% | 8%
CC(Sc1nc2c(cc1C#N)CCCCC2)C(=O)O (centres undefined) | 2% | -0.1% | -2% | -22% | u | -4% | 9%
CC1CN(c2nn3c(=O)c4ccccc4nc3c3ccccc23)CC(C)O1 (centres undefined) | 3% | -0.9% | 4% | 3%[46.1 µM] | -10% | 0% | 27%

Next compounds follow.
SMILES | Luc counter | Epigenetic derep | IMPase Li cell | NPSR antag | Lamin A splicing | aGal spleen mod | CBFb-RUNX1 inh
CC(=O)c1ccc(N2CCN(C(=O)CCCn3c(=O)[nH]c4ccc(Br)cc4c3=O)CC2)cc1 | -1% | -5.3% | 30%[activator] | -38% | -10%[46 µM] | 4% | -17%
CSc1nc(-c2ccccc2)cc(C(F)(F)F)c1C#N | -2% | 1.1% | -5% | -18% | -11% | -19% | 15%
CCC[C@@H]1C[C@@]1(CCC)C(NC(=O)c1ccccc1)c1cccc(Cl)c1 (some centres undefined) | -4% | -0.1% | -3% | x | x | -3% | 10%
COc1ccc(N2CCN(C(=O)NC34CC5CC(CC(C5)C3)C4)CC2)cc1 | 2% | -2.6% | 26%[38.3 µM] | -27%[46.1 µM] | u | 22% | -12%
COCCCNC(=S)N1CCC(NC(=O)Nc2ccc(C)cc2)CC1 | -4% | 1.0% | 3% | 3% | x | -5% | 14%
CC(C)(Oc1ccc(Cl)cc1)C(=O)NCc1ccc(S(N)(=O)=O)cc1 | 0% | -0.6% | 10% | -6% | -2%[46 µM] | -1% | -25%

A portion of the library (hit frequency here may not be typical).
